CRE Fsk mod – modulators of forskolin-stimulated CRE signaling in CHO cells | Potency, µM (highest dose often 38.2 µM), for the others: top-dose activity change, negative = inhibition, hits mostly activators | actives 2.5% (n = 71,000) | CHO CRE-bla reporter (cAMP response element driving beta-lactamase), forskolin EC10, beta-lactamase ratio; active = well fitted activation curve with a large enough effect in the signal ratio, with a control signal flat, not every such curve was filed as active; inconclusive = small, poorly fitted or top-dose-only effect, or effect the other way, or a change in a side signal; the % refers to the signal ratio; note: potency is the fitted concentration of half-maximal effect; % of control where 0% means no effect
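Cells were plated overnight at 37 °C, exposed to compound titrations plus EC10 NKH 477 for 3 h, then given CCF4 dye for 2 h at room temperature. Blue/green (460/530 nm) ratio was converted to %Activity and AC50 values calculated.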
HBB splice mod – modulators of hemoglobin beta chain splicing. Potency, µM (series often up to 46.1 µM), for the others: at the top dose activation, usual class: activators. actives 0.06% (n = 65,000). HBB splicing reporter cell assay, activation; EGFP reporter with mutant IVS2-654 intron; response scale: normalised to 500 nM splice-correcting PNA; note: potency is the fitted concentration of half-maximal effect; 0% is about no effect
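HeLa cells stably expressing EGFP interrupted by mutant beta-globin intron 2 (IVS2-654), 500/well in 2% FCS. Treated with compound for 2 days at 37C. Splicing correction scored as total well GFP intensity (488 nm excitation, 500-520 nm emission); 500 nM antisense PNA served as control.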
DNA Pol III inh – DNA polymerase III holoenzyme inhibition. reconstituted DNA polymerase III holoenzyme replication, biochemical. Potency, µM (series often up to 57.1 µM), inactives show top-dose activity change, negative = inhibition. actives 0.25% (n = 71,000); note: potency is the fitted concentration of half-maximal effect; % is set by controls: 0 for no effect and ±100 for the full control effect
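Reconstituted *E. coli* holoenzyme (0.35 nM Pol III, 1 nM beta, 154 nM SSB, 2 nM primase) was preincubated with compound for 15 min at RT. Synthesis on 1.4 nM ssM13Gori ran 35 min, then was stopped with PicoGreen/EDTA and read as dsDNA fluorescence.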
Ub-GFP proteasome – proteasome inhibitors stabilizing ubiquitin-GFP reporter; AID 526; Ubiquitin-GFP reporter cells, proteasome inhibition, GFP fluorescence; response scale: untreated = 0%, 10 µM MG-132 = 100%; Potency, µM (titrated, usually from 45.9 µM), for inactives: at the top dose activation (GFP accumulation), hits mostly activators; 67,000 tested, under 10 active; active = well fitted activation curve with a large enough effect, not every such curve was filed as active; inconclusive = small, poorly fitted or top-dose-only effect, or another doubt; inactive = no such curve, though single readings can be large or run the other way; note: potency is the fitted concentration of half-maximal effect
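Proteasome blockade was scored as a rise in GFP-expressing U2OS cells carrying a ubiquitin(G76V)-GFP construct, imaged after 4 hr compound treatment at 37 °C across a 46 uM–2.9 nM series.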
Epigenetic mod – derepresses silenced GFP locus in mouse C127i cells. mouse C127i GFP locus derepression, cytometry, 30 h. Potency, µM (top dose mostly 46.1 µM), without a hit: top-dose GFP derepression (activation). actives 0.09% (n = 68,000); note: % of control where 0% means no effect
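Locus derepression in mouse mammary C127i cells whose integrated CMV-GFP reporter is normally silent; GFP expression after 30 h compound treatment was quantified by counting fluorescent cells.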
15-hLO inh – inhibitors of human 15-lipoxygenase (ALOX15); purified 15hLO-1, xylenol orange hydroperoxide absorbance; Potency, µM (doses to about 57.1 µM), without a hit: top-dose activity change, negative = inhibition, actives largely listed as inhibitors; actives 1.4% (n = 74,000); AID 887; note: potency is the fitted concentration of half-maximal effect; % is set by controls: 0 for no effect and ±100 for the full control effect; nearly all actives have a fitted effect of over 55% in size
Target sequence (P16050 whole entry, looked up): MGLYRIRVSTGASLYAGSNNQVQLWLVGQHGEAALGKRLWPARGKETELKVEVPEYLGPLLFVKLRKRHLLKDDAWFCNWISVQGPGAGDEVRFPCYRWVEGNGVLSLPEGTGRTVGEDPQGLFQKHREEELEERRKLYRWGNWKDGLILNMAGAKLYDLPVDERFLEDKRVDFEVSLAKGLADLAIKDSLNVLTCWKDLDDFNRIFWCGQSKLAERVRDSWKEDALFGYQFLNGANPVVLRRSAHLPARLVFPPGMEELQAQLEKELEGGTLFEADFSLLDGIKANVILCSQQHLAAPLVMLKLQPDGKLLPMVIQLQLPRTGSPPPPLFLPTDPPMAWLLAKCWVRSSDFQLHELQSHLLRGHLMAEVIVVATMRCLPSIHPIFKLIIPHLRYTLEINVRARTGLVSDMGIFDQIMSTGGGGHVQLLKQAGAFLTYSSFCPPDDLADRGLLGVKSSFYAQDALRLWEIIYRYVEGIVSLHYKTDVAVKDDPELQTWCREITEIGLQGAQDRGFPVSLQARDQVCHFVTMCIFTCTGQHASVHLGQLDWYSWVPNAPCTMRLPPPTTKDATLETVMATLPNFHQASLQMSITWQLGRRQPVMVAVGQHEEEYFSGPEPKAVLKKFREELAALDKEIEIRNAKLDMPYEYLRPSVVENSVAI
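Purified human 15hLO-1 (40 nM) in 25 mM Hepes pH 7.5, 0.01% Triton X-100, preincubated 15 min RT with compound, then 50 uM arachidonic acid for 6 min. Hydroperoxide read by ferrous/xylenol orange, 30 min; 573/405 nm absorbance ratio gave progress.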
BRCT PPI red – inhibitors of human BRCA1 BRCT-phosphoprotein interaction (red fluorophore); P38398; BRCT-phosphopeptide binding, red fluorescence polarization; Potency, µM (series often up to 76.9 µM), for the others: at the top dose activity change, negative = inhibition, actives largely listed as inhibitors; actives 0.03% (n = 75,000); AID 892; note: % is set by controls: 0 for no effect and ±100 for the full control effect
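Rhodamine-labelled pBACH1 10-mer (100 nM) bound to BRCT domain (100 nM) at pH 7.3; compounds incubated 12 min room temperature, polarization read. Free peptide defines full inhibition; unlabelled decapeptide titrated as control.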
Hsp90 Hop PPI – changes Hsp90-Hop TPR2A binding signal, up or down; AlphaScreen TPR2A-His6 binding biotin-Hsp90 C-terminal peptide; Potency, µM (titrated, usually from 57 µM), without a hit: at the highest dose activity change, negative = inhibition; actives 0.44% (n = 71,000); active = well fitted curve in either direction with a large enough effect; inconclusive = small, poorly fitted or top-dose-only effect, or another doubt; note: potency is the fitted concentration of half-maximal effect; % is set by controls: 0 for no effect and ±100 for the full control effect; many of its hits are not listed in these tables
BRCT PPI green – inhibitors of human BRCA1 BRCT-phosphoprotein interaction (green fluorophore); P38398; BRCA1 BRCT-phosphopeptide binding, green fluorescence polarization; Potency, µM (top dose mostly 76.9 µM), without a hit: at the top dose activity change, negative = inhibition, actives largely listed as inhibitors; actives 0.05% (n = 75,000);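 note: potency is the fitted concentration of half-maximal effect; plate controls were peptide without protein for full effect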
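Fluorescence polarization: His-tagged BRCT (~35 kDa BRCA1 C-terminus, 250 nM) bound to 100 nM fluorescein-labeled phosphorylated 10-aa BACH1 peptide, pH 7.3 phosphate buffer with DTT and Tween 20. Compounds incubated 12 min at room temperature; inhibition read as lowered polarization.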
USP2a inh – USP2a (human) protease inhibition. O75604. Potency, µM (top dose mostly 38.3 µM), without a hit: top-dose activity change, negative = inhibition, most hits filed as inhibitors. USP2a enzymatic assay, qHTS inhibition. actives 0.1% (n = 60,000);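 note: potency is the fitted concentration of half-maximal effect; nearly all actives have a fitted effect of over 60% in size; plate controls were DMSO for no effect and NEM full inhibition control for full effect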
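20 nM USP2 core + cpd, 30 min RT; add 20 nM Ub-PLA2/20 uM NBD C6-HPC; read Ex460/Em535 at 0 h and 2.5 h. Normalized to NEM; qHTS curve fit/classification.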
HADH2 inh – blocks human hydroxyacyl-CoA dehydrogenase type II | actives 3.4% (n = 73,000) | recombinant HADH2, NADH fluorescence, beta-hydroxybutyryl-CoA | Q99714 | Potency, µM (series often up to 57.1 µM), for inactives: top-dose activity change, negative = inhibition, hits mostly inhibitors; note: potency is the fitted concentration of half-maximal effect; % is set by controls: 0 for no effect and ±100 for the full control effect; nearly all actives have a fitted effect of over 60% in size; many of its hits are not listed in these tables
Target sequence (Q99714 whole entry, looked up, one chain of several): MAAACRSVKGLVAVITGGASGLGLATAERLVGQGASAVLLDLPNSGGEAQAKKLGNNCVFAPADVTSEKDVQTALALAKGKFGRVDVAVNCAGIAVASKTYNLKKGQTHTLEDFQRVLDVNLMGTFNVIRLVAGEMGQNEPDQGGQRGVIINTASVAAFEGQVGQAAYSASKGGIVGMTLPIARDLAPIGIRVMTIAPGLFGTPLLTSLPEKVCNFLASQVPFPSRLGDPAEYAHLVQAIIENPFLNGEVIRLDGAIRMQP
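20 nM HADH2 + cpd, 15 min RT; add 1 mM NAD+/90 uM beta-hydroxybutyryl-CoA; kinetic fluorescence 360/450 nm, 4 min. Tris-HCl pH 9.0, 0.01% Tween-20.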
* hit, by the source's call; ? = inconclusive; nt = not tested or not shown; [ ] = remark or other dose. Unless noted, calls come from the whole dose curve; as a rule, active = well fitted curve in the direction sought with a large enough effect; inconclusive = small, poorly fitted or top-dose-only effect, or another doubt; inactive = no such curve, though single readings can be large; an effect the other way counts as inactive or inconclusive. Not all compounds are listed; count on the stated rates, not on these rows.

Order of results: CRE Fsk mod | HBB splice mod | DNA Pol III inh | Ub-GFP proteasome | Epigenetic mod | 15-hLO inh | BRCT PPI red | Hsp90 Hop PPI | BRCT PPI green | USP2a inh | HADH2 inh
#1 Cc1ccc(S(=O)(=O)N2CCN(C(=O)c3ccccc3)C2C(C)C)cc1 (configuration not stated)
    2% | -2.0% | -5% | 4% | 4% | 1% | 0.1% | 0% | -0.4% | -1% | 5%
#2 O=C(O)C/C(=C\c1ccccc1)C(=O)O
    5%[7.6 µM] | 2.6%[9.22 µM] | -2%[11.4 µM] | 4%[9.17 µM] | -7%[9.22 µM] | 1%[11.4 µM] | 0.6%[15.4 µM] | 0%[11 µM] | -3.7%[15.4 µM] | nt | 4%[11.4 µM]
#3 O=C1OCC(Cn2c3ccccc3c3ccccc32)O1 (configuration not stated)
    -4% | -2.6% | 5% | -10% | -2% | -1% | 0.1% | 0% | -0.1% | -2% | 11%
#4 Cc1csc(SCC(=O)NCc2cccs2)n1
    4% | 4.1% | -2% | -3% | 0% | 1% | 1.1% | 1% | 0.4% | -7% | -6%
#5 Cc1cc(NC(=O)CCCC(=O)N(CC(=O)NC2CCCCC2)c2ccccc2)no1
    -4% | -0.1%[57.5 µM] | ? | -3% | 0% | 25µM* | -1.3% | -4% | -0.3% | 23% | -5%
#6 CCCCC(CC)Cn1c(N)c(C#N)c2nc3ccccc3nc21 (configuration not stated)
    ? | 1.5%[0.369 µM] | 0% | nt | 21% | -8% | -0.3% | 6% | -0.1% | 26% | 234%[activator]
#7 Cc1ccc(C)c(OCC(=O)Nc2cc(C)on2)c1
    -1% | -1.1% | -5% | 1% | 9% | 6% | -0.4% | -5% | -1.9% | nt | 8%
#8 O=C(CC1(O)C(=O)N(CCc2ccccc2)c2ccccc21)c1ccco1 (configuration not stated)
    -10% | -2.4% | -4% | -4% | -1% | -5% | 1.0% | -7% | -3.1% | 27% | -14%
#9 COc1cccc(NS(=O)(=O)c2nc3nc(C)cc(C)n3n2)c1
    4% | 0.2% | -5% | -3% | nt | -4% | -0.1% | -9%[2.3 µM] | -1.2% | nt | -10%
#10 O=C(CCSCCC(=O)NCCN1CCOCC1)NCCN1CCOCC1
    ? | 0.6% | 2% | -2% | -3% | -10% | -2.2% | -4% | 0.0% | 2% | 3%
#11 Cc1nc(N)sc1-c1csc(Nc2ccccc2)n1
    -14% | -1.1% | -1% | 4% | 4% | ? | -1.7% | ? | 5.5% | 33%[activator] | 4µM*
#12 Nc1[nH]c(=S)[nH]c(=O)c1-c1ccccc1
    -5% | 0.1% | -1% | 1% | 0% | -20% | -0.4% | 0% | -0.2% | -9% | ?
#13 COc1cccc(OC)c1C(=O)Nc1ccc(NC(=O)c2ccco2)cc1
    -2% | nt | -1% | 1% | -1% | 6% | -0.7% | -3% | -0.7% | -2% | 12%
#14 CCOC(=O)C1CCCN(C(=O)c2cc3c(C)nc4ccccc4c3o2)C1 (configuration not stated)
    ? | 0.6% | -6% | -7% | -1% | -3% | 0.2% | -2% | 0.3% | 14% | -1%
#15 COCCSc1nnc(NS(=O)(=O)Cc2ccccc2)s1
    -19% | -0.8% | 1% | 2% | -1% | -3% | 0.0% | -3% | 0.4% | 2% | ?

Compound profiles (already shown):
O=C(O)C/C(=C\c1ccccc1)C(=O)O in the list: CRE Fsk mod = 5%[7.6 µM]; HBB splice mod = 2.6%[9.22 µM]; DNA Pol III inh = -2%[11.4 µM]; Ub-GFP proteasome = 4%[9.17 µM]; Epigenetic mod = -7%[9.22 µM]; 15-hLO inh = 1%[11.4 µM]; BRCT PPI red = 0.6%[15.4 µM]; Hsp90 Hop PPI = 0%[11 µM]; BRCT PPI green = -3.7%[15.4 µM]; USP2a inh = nt; HADH2 inh = 4%[11.4 µM]
Cc1cc(NC(=O)CCCC(=O)N(CC(=O)NC2CCCCC2)c2ccccc2)no1 in the list: CRE Fsk mod = -4%; HBB splice mod = -0.1%[57.5 µM]; DNA Pol III inh = ?; Ub-GFP proteasome = -3%; Epigenetic mod = 0%; 15-hLO inh = 25µM*; BRCT PPI red = -1.3%; Hsp90 Hop PPI = -4%; BRCT PPI green = -0.3%; USP2a inh = 23%; HADH2 inh = -5%

Single values from the list:
15-hLO inh result of cpd 10 → -10%
HADH2 inh result of cpd 6 → 234%[activator]
BRCT PPI red result of cpd 14 → 0.2%
Ub-GFP proteasome result of cpd 7 → 1%

Later entries:
Order of results: CRE Fsk mod | HBB splice mod | DNA Pol III inh | Ub-GFP proteasome | Epigenetic mod | 15-hLO inh | BRCT PPI red | Hsp90 Hop PPI | BRCT PPI green | USP2a inh | HADH2 inh
#16 CCn1c(C)csc1=NC(=O)c1ccccc1O
    0% | -1.2% | -2% | 3% | -1% | 4% | -2.1% | -1% | 1.4% | 19% | -8%
#17 CN(CCNC(=O)CCNC(=O)Cn1ccc2ccccc2c1=O)Cc1ccccc1
    4% | -1.3% | 2% | 1% | 0% | -2% | 0.0% | 3% | -0.2% | -1% | 8%
#18 Cc1ccc(C)c(CSc2nnc(-c3ccccn3)n2N)c1
    3% | -0.8% | -13% | -1% | 0% | 1% | 0.5% | -11% | 0.1% | 0% | 6%
#19 CC1(C)O[C@H]2O[C@@H]([C@H](O)CON3C(=O)c4ccccc4C3=O)[C@H](O)[C@H]2O1
    nt | 3.3%[9.22 µM] | nt | nt | nt | 2%[11.4 µM] | 1.4%[15.4 µM] | nt | -1.7%[15.4 µM] | nt | -5%[11.4 µM]
#20 COCCNC(=O)c1ccc(N2CCCCC2)c(NS(=O)(=O)c2ccc(C)cc2)c1
    ? | 1.2% | 2% | 5% | 2% | -2% | -1.4% | -13% | 0.2% | 6% | -5%
#21 CCOC(=O)Cc1[nH]nc2c1C(c1cccc(OC)c1OC)C(C#N)=C(N)O2 (configuration not stated)
    -5% | nt | -1% | 1% | 2% | -4% | 0.3% | -2% | -1.5% | 14% | -9%
#22 CS(=O)(=O)NCCC1=CCCCC1
    -1% | 0.2% | -1% | 7% | 3% | 20µM* | -0.6% | -3% | -2.5% | -10% | 7%
#23 Cc1ccc(N2C(=O)C(Cl)=C(Nc3c(C)n(C)n(-c4ccccc4)c3=O)C2=O)cc1
    ? | -1.2% | -1% | -3% | 4% | -10% | 0.6% | -13% | 1.0% | 31%[activator] | -21%
#24 COc1ccccc1CN1CC[C@@]2(CCCN(C(=O)c3c(C)noc3C)C2)C1
    -2% | 5.6% | 0% | -4% | -2%[9.22 µM] | -14% | 0.0% | -7% | -4.2% | -3% | 17%
#25 Cc1cc(-c2cccs2)c2c(n1)sc1c(=O)[nH]c(=O)[nH]c12
    25% | -0.7% | -4% | 3% | 2% | -4% | -2.4% | -3% | -1.6% | -15% | -6%
#26 CC1CCN(C(=O)CSc2nnc(Cc3cccn3C)n2-c2ccc(F)cc2)CC1
    -6% | -0.8% | -3% | -6% | nt | -22% | 0.0% | -3%[2.3 µM] | -1.3% | nt | -8%
#27 Nn1c(SCC(=O)Nc2ccc(F)c(F)c2)nnc1C1CCCCC1
    3% | 10%[0.369 µM] | 2% | 1% | 0% | 7% | -1.1% | -6% | -3.7% | 4% | 16%
#28 CC(=O)Nc1cccc(NC(=O)c2c(-c3c(Cl)cccc3Cl)noc2C)c1
    ? | -4.6%[0.0738 µM] | -12%[11.4 µM] | 6%[9.17 µM] | 0% | 1%[11.4 µM] | 0.5% | -5%[11 µM] | -3.2% | 8%[7.66 µM] | -7%[11.4 µM]
#29 CCCCOC(=O)CSC1=C(C#N)C(c2ccccc2OCC)C(C#N)C(=O)N1 (configuration not stated)
    9% | -1.1% | 2% | 7% | 0% | -21% | -1.4% | -6% | 0.8% | 3% | -22%
#30 CC(C)(C)OCC1CO1 (configuration not stated)
    -9% | -0.6% | -13% | nt | nt | -5% | -0.9% | -3% | -1.2% | nt | 8%
#31 O=C(Nc1cccc(C(=O)N2CCOCC2)c1)c1cncc(Br)c1
    8% | -0.2% | -2% | 0% | 8% | -3% | -0.3% | -3% | 1.1% | -5% | -3%

Screens from PubChem.
